High-throughput results deposited in PubChem BioAssay by several laboratories.
TRPC6 inh = blocks the mouse TRPC6 cation channel; HEK293-TRPC6, membrane potential dye, ACh-evoked depolarization; hits give low values; B-score at 10 µM; actives 1.1% (n = 310,000); AID 2553;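 active = B-score under library mean minus 3 SD, initial fluorescence not abnormally high, positive integrated signal ratio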;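 note: B-score derived from integrated fluorescence ratio over the kinetic read; more negative B-score means stronger inhibition of depolarization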
Target sequence (Q61143 whole entry, looked up): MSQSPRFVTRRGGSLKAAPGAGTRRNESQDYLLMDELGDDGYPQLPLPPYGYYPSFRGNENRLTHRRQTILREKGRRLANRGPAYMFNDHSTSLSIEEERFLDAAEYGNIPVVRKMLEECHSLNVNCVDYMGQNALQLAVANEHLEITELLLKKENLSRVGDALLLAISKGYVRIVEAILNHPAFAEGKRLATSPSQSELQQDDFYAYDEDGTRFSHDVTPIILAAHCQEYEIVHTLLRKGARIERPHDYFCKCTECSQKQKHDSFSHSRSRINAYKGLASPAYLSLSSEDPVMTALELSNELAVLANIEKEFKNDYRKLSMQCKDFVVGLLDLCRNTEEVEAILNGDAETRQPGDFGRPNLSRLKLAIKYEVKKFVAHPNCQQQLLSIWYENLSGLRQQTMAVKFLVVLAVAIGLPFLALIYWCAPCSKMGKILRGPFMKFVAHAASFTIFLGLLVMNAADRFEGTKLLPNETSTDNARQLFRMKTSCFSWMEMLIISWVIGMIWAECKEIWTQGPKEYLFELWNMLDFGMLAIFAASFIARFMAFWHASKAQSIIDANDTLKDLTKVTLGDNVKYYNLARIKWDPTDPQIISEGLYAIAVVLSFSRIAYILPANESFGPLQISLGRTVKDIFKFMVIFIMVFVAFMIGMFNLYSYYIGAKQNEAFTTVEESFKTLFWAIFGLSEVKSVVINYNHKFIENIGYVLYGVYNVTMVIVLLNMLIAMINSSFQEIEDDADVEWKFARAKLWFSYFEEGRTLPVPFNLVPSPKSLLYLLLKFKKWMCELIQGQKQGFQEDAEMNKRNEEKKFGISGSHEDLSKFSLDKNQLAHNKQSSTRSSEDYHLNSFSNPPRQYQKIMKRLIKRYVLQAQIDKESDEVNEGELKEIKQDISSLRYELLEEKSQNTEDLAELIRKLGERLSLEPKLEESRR
TRPC6 activator = activators of mouse TRPC6 channel; AID 2550; HEK293-TRPC6 membrane potential dye fluorescence; hits give high values; actives 0.13% (n = 310,000); B-score at 10 µM;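 active = B-score of the integrated fluorescence ratio above library mean plus 3 SD, and starting fluorescence ratio within library mean plus 5 SD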;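 note: higher score means more depolarization so channel activation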
MrgX1 antagonist = human MrgX1 receptor antagonism, primary screen | Q96LB2 | MRGX1-HEK293 calcium flux, Fluo-4, BAM8-22 antagonism; hits give low values | B-score at 10 µM | actives 1.3% (n = 310,000);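 active = calcium-response B-score plate-corrected more than 3 library SD below zero, starting fluorescence within 5 deviations, no agonist response on first addition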;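 note: peak minus trough fluorescence over baseline after final BAM8-22 challenge near maximal dose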
MrgX1 agonist = activates human MrgX1 receptor signaling; Q96LB2; MrgX1-HEK293 cells, Fluo-4 calcium fluorescence, agonist mode; hits give high values; B-score at 10 µM; actives 0.44% (n = 310,000); AID 588627;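 active = calcium response B-score plate-corrected fluorescence ratio at least 3 library SD, with starting fluorescence B-score inside 5 SD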
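Assay system: stable human MrgX1 HEK293 cell line. Quantity: 15,000 cells per well. Schedule: cells plated overnight, dye loaded 0.5 h 37 °C, 0.5 h room temperature. Detection: Fluo-4 NW calcium-flux fluorescence, kinetic read. Read-out basis: peak-minus-minimum fluorescence over baseline, converted to B scores. Control set: positive and negative control wells on each plate.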
MrgX1 PAM = allosterically activates human MrgX1 receptor signaling | Q96LB2 | MrgX1-HEK293, Fluo-4 calcium flux, FDSS; hits give high values | B-score at 10 µM | actives 0.63% (n = 310,000);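 active = plate-corrected calcium response at least 3 library SD above typical, normal starting fluorescence, not activating the receptor alone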;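 note: compound read alongside a low EC10 to EC30 dose of BAM8-22 agonist; peak minus trough fluorescence over baseline measured at the second addition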
TRPC4 agonist = opens the mouse TRPC4 cation channel | actives 0.49% (n = 310,000) | B-score at 10 µM | HEK293 TRPC4beta/mu-opioid, Fluo4 calcium fluorescence; hits give high values | AID 2237 | Q9QUQ5;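 active = B-score above 5 SD of library B-scores, and initial fluorescence ratio not above library mean plus 5 SD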;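 note: positive B-score marks a calcium rise read as TRPC4 activation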
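Material: TRPC4beta and mu-opioid receptor HEK293 stable cells | Incubation: 45 min room-temperature Fluo4 loading, 110 s read | Detection: Kinetic Fluo4 calcium fluorescence | Measure: Integrated baseline-normalised fluorescence ratio, converted to per-well B score | Benchmarks: Low control buffer alone, high control maximal DAMGO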
ANO1 activ = mouse TMEM16A channel activation, primary screen; HEK293 TMEM16A/YFP-H148Q/I152L, iodide quench fluorescence; hits give low values; B-score at 10 µM; actives 0.3% (n = 340,000);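 active = fluorescence-ratio B-score plate-corrected deviation score at least 3 library SD below zero, with starting fluorescence score within 5 deviations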;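 note: channel opened by trigger with iodide after compound preincubation; score built on the fluorescence ratio of max minus min over baseline; more negative score means more quench and so TMEM16A activation or potentiation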
ANO1 block = mouse TMEM16A channel inhibition, primary screen | Q8BHY3 | HEK293 TMEM16A/YFP iodide influx fluorescence, ionomycin | normalized B-score (activity score, 25-100; higher = stronger inhibition) at 10 µM | actives 1.2% (n = 310,000) | AID 588511;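 active = ratio plate-corrected score three or more library SD toward inhibition, starting fluorescence score within five deviations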;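 note: score derived from kinetic fluorescence span divided by baseline fluorescence per well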
TRPC4 inh = inhibitors of mouse TRPC4 channel | Q9QUQ5 | HEK293 TRPC4beta/mu-opioid, DAMGO-evoked Fluo4 calcium flux; hits give low values | B-score at 10 µM | actives 0.39% (n = 300,000) | AID 2247;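 active = B-score over 3 SD under the library average, no early fluorescence shift, positive overall ratio signal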
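material = TRPC4beta/mu-opioid receptor HEK293 cell line | probe or stimulus = sequential submaximal and maximal DAMGO stimulation | compound dosing = one concentration per compound | measured by = Fluo4 Ca2+ flux fluorescence | evaluation = integrated fluorescence ratio relative to baseline, converted to per-well B score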
SKKanGAS inh = blocks kanamycin growth of S. pyogenes SKKanGAS strain | inhibition, % at 7.5 µM | BacTiter-Glo, 6 h | AID 1662 | actives 1.3% (n = 300,000);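 active = mean replicate score, as percent of positive control median, at least 50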;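 note: strain carries kanamycin resistance gene driven by streptokinase promoter and grows in 40 µg/ml kanamycin; loss of luminescence reflects streptokinase promoter inhibition or plain growth inhibition; 0% = median of DMSO wells and 100% = positive control at its reference dose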
TRPC4 potent = allosterically enhances the mouse TRPC4 cation channel | HEK293 TRPC4beta/mu-opioid, DAMGO EC20, Fluo-4 Ca2+ flux; hits give high values | B-score at 10 µM | actives 0.42% (n = 310,000) | AID 2227 | Q9QUQ5;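 active = B-score of calcium response area above 5 SD of library B-scores, with initial fluorescence ratio within 5 SD of library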;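 note: B-score of integrated fluorescence ratio over time as area under calcium response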
Starred values were filed as active, the others as inactive; i = inactive; · = no result given.

SMILES	TRPC6 inh	TRPC6 activator	MrgX1 antagonist	MrgX1 agonist	MrgX1 PAM	TRPC4 agonist	ANO1 activ	ANO1 block	TRPC4 inh	SKKanGAS inh	TRPC4 potent
O=C(c1ccccc1)C1CCCN(Cc2nc(-c3cnccn3)no2)C1 (stereo not drawn)	i	i	i	i	i	i	i	i	i	-3	i
O=c1[nH]c(=O)n(C2CCCCC2)c(O)c1C=Nc1ccc(N2CCOCC2)cc1	i	i	i	i	i	i	i	i	i	-3	i
COc1ccc(N2CCN(Cc3nc4ccccc4[nH]3)CC2)cc1	i	i	i	i	i	i	i	i	i	-6	i
O=C(Nc1ccc(Cl)cc1)O/N=C(\c1ccccc1)c1ccccn1	i	i	i	i	i	i	i	i	i	-4	i
Cc1ccccc1NC(=O)NCCN1CC1	i	i	i	i	i	i	i	i	i	-5	i
CC(C)C(=O)Nc1ccc(N2CCN(C)CC2)c(F)c1	i	i	i	i	i	i	i	i	i	-2	i
CCCCn1c(O)c(C=Nc2c(C)n(C)n(-c3ccccc3)c2=O)c(=O)[nH]c1=O	i	i	i	i	i	i	i	i	i	-12	i
COc1cccc(OC)c1C(=O)NC(=S)N1C[C@H]2C[C@H](C1)c1cccc(=O)n1C2	i	i	i	i	i	i	i	i	i	0	i
Cc1cc(C(=O)O)c(C)n1C1CC1	i	i	i	i	i	i	i	i	i	-17	i
Nc1cc(N2CCNCC2)ccc1[N+](=O)[O-]	i	i	i	i	i	77*	i	i	i	10	26*
COP(=S)(OC)SCN1C(=O)c2ccccc2C1=O	i	i	i	i	i	i	i	i	i	-2	i
Cn1cnc([N+](=O)[O-])c1Sc1ccc([N+](=O)[O-])cc1	i	i	i	i	i	i	i	i	i	10	i
COP(=O)(OC)C(NS(=O)(=O)c1ccccc1)C(Cl)(Cl)Cl (stereo not drawn)	i	i	i	i	i	i	i	i	i	-7	i
COc1cc(CN2C(=O)NC(=O)C3(Cc4cc(C)ccc4N(C)C3)C2=O)cc(OC)c1 (stereo not drawn)	i	i	i	i	i	i	i	i	i	·	i
CCN1CCC(NCC2CCCCC2)CC1	i	i	i	i	i	i	i	i	i	8	i
O=C1NC(=S)N(c2ccc(Br)cc2)C(=O)/C1=C/N1CCN(C(=O)c2ccco2)CC1	i	i	i	i	i	i	i	i	i	-4	i
O=C1NC(=O)N(c2cccc(Br)c2)C(=O)/C1=C/c1ccsc1	i	i	i	i	i	i	i	i	i	7	i
Nc1c(Cl)cc([N+](=O)[O-])cc1Cl	·	·	i	i	i	·	i	i	·	-5	·
Nc1ccc2nonc2c1[N+](=O)[O-]	i	i	i	i	i	i	i	i	i	-9	i
CN1CCCCC1c1ccc(-c2cccnc2)nc1 (stereo not drawn)	i	i	i	i	i	i	i	i	i	1	i
CCCCn1c(=O)c(C(=O)NCc2ccccc2Cl)c(O)c2ccccc21	i	i	i	i	i	i	i	i	i	50*	i
CCOC(=O)CNC(=O)CSP(=S)(OCC)OCC	i	i	i	i	i	i	i	i	i	0	i
Cc1ccsc1C(=O)C1CCCN(Cc2cnc(N(C)C)s2)C1 (stereo not drawn)	i	i	i	i	i	i	·	i	i	4	i
CN(C)c1ccc(C(=O)N/N=C/C23CC[C@@H](O)CC2(O)CC[C@@H]2[C@@H]3CCC3(C)C(C4=CC(=O)OC4)CCC23O)cc1 (stereo partly drawn)	i	i	i	i	i	i	i	i	i	-7	i
Cc1cccc(N2C(=O)NC(=O)/C(=C\c3cnc(-c4ccccc4)nc3)C2=O)c1	i	i	i	i	i	i	i	i	i	-6	i
Remaining list, next part:
SMILES	TRPC6 inh	TRPC6 activator	MrgX1 antagonist	MrgX1 agonist	MrgX1 PAM	TRPC4 agonist	ANO1 activ	ANO1 block	TRPC4 inh	SKKanGAS inh	TRPC4 potent
CCCOC(=O)COc1cc(C)cc2oc(=O)c3c(c12)CCC3	i	i	i	i	i	i	i	i	i	-3	i
O=[N+]([O-])c1cccc(NP(=O)(Oc2ccccc2)Oc2ccccc2)c1	i	i	i	i	i	i	i	i	i	21	i
CCn1c(C(=O)N2CCC(C(=O)N3CCC4(CC3)OCCO4)CC2)cc2sccc21	·	·	i	i	i	·	i	i	·	·	·
CCCCn1c(C)c(C(=O)OCC)c2c(CN3CCOCC3)c(O)ccc21	-5.3*	i	i	i	i	i	i	i	i	-2	i
Cn1c(O)c(C=Nc2ccc(F)cc2)c(=O)[nH]c1=O	i	i	i	i	i	i	i	i	i	-2	i
CCN1C[C@]2(OC(=O)c3ccccc3NC(C)=O)CCC(OC)C34C5C[C@H]6C(OC)[C@]5(O)[C@](O)(C[C@@H]6OC)C(C[C@@H]32)[C@H]14 (stereo partly drawn)	i	i	i	i	i	i	i	i	i	0	i
Cc1ccc(N2C(=O)NC(=O)/C(=C/c3cnn(-c4ccc(C)cc4)c3)C2=O)cc1	i	i	i	i	i	i	i	i	i	-2	i
O=C(CCl)NCC1CCCO1 (stereo not drawn)	i	i	i	i	i	i	i	i	i	0	i
COc1cc(/C=C2\C(=O)NC(=O)N(c3ccccc3)C2=O)cc(OC)c1OC	i	i	i	i	i	i	i	i	i	2	i
O=C(c1cc2cc(Cl)ccc2[nH]1)N1CCC2(CC1)OCCO2	i	i	i	i	i	i	i	i	i	4	i
Cc1cccc(CN2CCCC(C(=O)c3ccc(C(F)(F)F)cc3)C2)n1 (stereo not drawn)	i	i	i	i	i	i	i	i	i	-16	i
CC(=NCC1CCCO1)c1c(O)n(-c2ccc(C)cc2)c(=O)[nH]c1=O (stereo not drawn)	i	i	i	i	i	i	i	i	i	-9	i
COC(=O)c1ccccc1NC(=O)N1C[C@@H]2C[C@@H](C1)c1cccc(=O)n1C2	i	i	i	i	i	i	i	i	i	1	i
COC(=O)C1=C(c2cc3ccccc3o2)C[C@@H]2CC[C@H]1N2C(=O)NCCO	i	i	i	i	i	i	i	i	i	-2	i
COc1ccc(N2C(=O)CC(=O)NC2=O)cc1	i	i	i	i	i	i	i	i	i	0	i
CC(=O)c1ccc(-c2ccccc2)cc1	i	i	i	i	i	i	i	i	i	0	i
Cc1cccc(NC2=NCCCS2)c1	i	i	i	i	i	i	i	i	i	3	i
O=C(Cn1cc(C(=O)c2ccccc2F)c2ccccc21)NC1CC1	i	i	i	i	i	i	i	i	i	13	i
CCC1CN(C)CCC1(OC(C)=O)c1ccccc1 (stereo not drawn)	i	i	i	i	i	i	i	i	i	3	i
O=C(COC(=O)Cc1ccccc1)Nc1ccc(F)cc1	i	i	i	i	i	i	i	i	i	-3	i
CC(=NCCO)c1c(O)n(C2CCCCC2)c(=O)[nH]c1=O	i	i	i	i	i	i	i	i	i	-14	i
CC1C(c2cccs2)=[N+]([O-])C(C)(C(=O)c2ccc(F)cc2)N1O (stereo not drawn)	i	i	i	i	i	i	i	i	i	5	i
CCCCC/C(=N\O)c1c[nH]c2ccccc12	i	i	-6.6*	i	i	i	i	i	i	3	i
Cc1ccc(N2C(=O)NC(=O)/C(=C\c3cc(C)n(-c4ccc(C(=O)O)cc4)c3C)C2=O)cc1	i	i	i	i	i	i	i	i	i	4	i
CC(=O)N1CCC2(CC1)CC(=O)c1cc(OCC(=O)N3CCC4(CC3)OCCO4)ccc1O2	i	i	i	i	i	i	i	i	i	2	i
More entries
SMILES	TRPC6 inh	TRPC6 activator	MrgX1 antagonist	MrgX1 agonist	MrgX1 PAM	TRPC4 agonist	ANO1 activ	ANO1 block	TRPC4 inh	SKKanGAS inh	TRPC4 potent
FC(F)(F)c1ccc(CNCCc2ccc3c(c2)OCO3)cc1	i	i	i	i	i	i	i	i	i	-9	i
O=c1c2ccccc2nc(-c2ccco2)n1-c1ccc(Br)cn1	i	i	i	i	i	i	i	i	i	4	i
O=C(Nc1ccc(F)cc1)c1c(O)c2c(n(Cc3ccccc3)c1=O)CCCC2	i	i	i	i	i	i	i	i	i	-5	i
S=C(c1ccc(Cl)cc1)N1CCOCC1	i	i	i	i	i	i	i	i	i	4	i
COc1ccc(CC(=O)N2C[C@H]3C[C@@H](C2)c2cccc(=O)n2C3)cc1	i	i	i	i	i	i	i	i	i	-2	i
Cc1ccc(NS(=O)(=O)c2ccc(OCC(=O)N3CCN(C)CC3)cc2)cc1	i	i	i	i	i	i	i	i	i	21	i
Cc1cccc(-n2c(-c3ccccc3)nc3ccccc3c2=O)n1	i	i	i	i	i	i	i	i	i	-12	i
O=C(c1ccc(Cl)cc1)C1CCCN(Cc2cccc3ncccc23)C1 (stereo not drawn)	i	i	i	i	i	i	i	i	i	4	i
Fc1cccc(CNCCc2c[nH]c3ccccc23)c1	i	i	i	i	i	i	i	i	i	-1	i
CCOP(=O)(OCC)C(NC(=O)C(Cl)Cl)C(Cl)(Cl)Cl (stereo not drawn)	i	i	i	i	i	i	i	i	i	-3	i
C=CCn1c(O)c(C(CC)=NCCN2CCN(C(=S)NC)CC2)c(=O)[nH]c1=O	i	i	i	i	i	i	i	i	i	-2	i
C[Se]C[C@@H](N)C(=O)O	·	·	i	i	i	·	i	i	·	·	·
O=S(=O)(c1ccc(Cl)cc1)N1CC1c1ccccc1 (stereo not drawn)	i	i	i	i	i	i	i	i	i	-8	i
O=C(O)C1C2c3ccccc3C(c3ccccc32)C1C(=O)Nc1ccccc1 (stereo not drawn)	i	i	i	i	i	i	i	i	i	12	i
CCN1CCN(c2ccc(N)cc2C)CC1	i	i	i	i	i	i	i	i	i	8	i
O=C(NCC(c1cccnc1)N1CCOCC1)Oc1ccccc1 (stereo not drawn)	i	i	i	i	i	i	i	i	i	2	i
COc1ccc(N2C(=O)CC(N3CCC(n4c(=O)[nH]c5ccccc54)CC3)C2=O)cc1 (stereo not drawn)	i	i	i	i	i	i	i	i	i	-3	i
CCOC(=O)C1=C(N)OC(C)=C(C(=O)OCCOC)C12C(=O)Nc1ccccc12 (stereo not drawn)	i	i	i	i	i	i	i	i	i	1	i

A portion of the library; rates above refer to the full screens.
